# PfHsp40 yeast – rescue of PfHsp40-mediated yeast toxicity; growth rescue, % at 12.5 µM; 0.68% of 340,000 active; S. cerevisiae expressing PfHsp40, growth rescue, ATP luminescence; in the data active = growth rescue above about 28%, passing the limit was not always enough; inconclusive = no clear call, values can overlap the other calls;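 also: yeast W303a lacking pdr1 and pdr3 grown in galactose medium; growth measured after three days at 30 °C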
# SARS 3CLpro inh – SARS-CoV 3CLpro protease inhibition | AID 1706 | 0.14% of 290,000 active | P0C6X7 | recombinant SARS-CoV 3CLpro, quenched FRET peptide cleavage | inhibition, % at 6 µM; in the data active = inhibition above about 12%
# Y pestis TopoI – blocks Yersinia pestis topoisomerase I activity; 0.064% of 360,000 active; AID 504884; activity, % at 10 µM; Y. pestis Topo-I cleavage product accumulation, plate reader; in the data active = activity above about 50%, passing the limit was not always enough; inconclusive = no clear call, values can overlap the other calls; also: inactives centre near 2
# Rv3671c inh – inhibitors of M. tuberculosis serine protease Rv3671c; P9WHR9; inhibition, % at 5.96 µM; 0.048% of 320,000 active; in the data active = inhibition above about 38%;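 also: extracellular domain of Rv3671c used as enzyme; 0% = enzyme with DMSO and 100% = no enzyme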
# MazF activator – MazEF (E. coli) toxin RNase activation; P0AE70; 0.32% of 350,000 active; FAM/BHQ RNA-DNA oligo cleavage fluorescence, 5 h; activation, % at 20 µM; in the data active = activation above about 50%
# Target sequence (P0AE70 whole entry, looked up): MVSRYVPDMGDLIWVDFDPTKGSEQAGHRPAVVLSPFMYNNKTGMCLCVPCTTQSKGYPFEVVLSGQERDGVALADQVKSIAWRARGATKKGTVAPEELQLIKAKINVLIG
# SSB-PriA inh – blocks PriA binding to SSB C-terminal tail; AID 1272365; AlphaScreen SSBct-PriA binding, biotinylated peptide; inhibition, % at 33 µM; 0.6% of 430,000 active; in the data active = inhibition mostly above about 37%, no sharp cut-off; inactive = mostly below about 20%;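 also: plate controls were negative control peptide for no effect and reference peptide for full effect; strong numbers were not always called active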
# Vc quorum ag – induces V. cholerae light production without autoinducers. V. cholerae BH1578 lux reporter, luminescence, 6 h. activation, % at 18.7 µM. 0.16% of 350,000 active; in the data active = activation mostly above about 9.7%, no sharp cut-off; inconclusive = no clear call, values can overlap the other calls; inactive = mostly below about 3.7%; also: not every result past the cut was called active; inactives centre near 0; reference of the scale not given here
# Anthrax LF inh2 – blocks Bacillus anthracis lethal factor protease; multiplex microsphere protease cleavage assay, LF; inhibition, % at 10 µM; 0.12% of 360,000 active; AID 588501; in the data active = inhibition above about 30%; inconclusive = no clear call, values can overlap the other calls; also: plate controls were buffer without enzyme for full effect and enzyme alone for no effect
# Target sequence (P15917 whole entry, looked up): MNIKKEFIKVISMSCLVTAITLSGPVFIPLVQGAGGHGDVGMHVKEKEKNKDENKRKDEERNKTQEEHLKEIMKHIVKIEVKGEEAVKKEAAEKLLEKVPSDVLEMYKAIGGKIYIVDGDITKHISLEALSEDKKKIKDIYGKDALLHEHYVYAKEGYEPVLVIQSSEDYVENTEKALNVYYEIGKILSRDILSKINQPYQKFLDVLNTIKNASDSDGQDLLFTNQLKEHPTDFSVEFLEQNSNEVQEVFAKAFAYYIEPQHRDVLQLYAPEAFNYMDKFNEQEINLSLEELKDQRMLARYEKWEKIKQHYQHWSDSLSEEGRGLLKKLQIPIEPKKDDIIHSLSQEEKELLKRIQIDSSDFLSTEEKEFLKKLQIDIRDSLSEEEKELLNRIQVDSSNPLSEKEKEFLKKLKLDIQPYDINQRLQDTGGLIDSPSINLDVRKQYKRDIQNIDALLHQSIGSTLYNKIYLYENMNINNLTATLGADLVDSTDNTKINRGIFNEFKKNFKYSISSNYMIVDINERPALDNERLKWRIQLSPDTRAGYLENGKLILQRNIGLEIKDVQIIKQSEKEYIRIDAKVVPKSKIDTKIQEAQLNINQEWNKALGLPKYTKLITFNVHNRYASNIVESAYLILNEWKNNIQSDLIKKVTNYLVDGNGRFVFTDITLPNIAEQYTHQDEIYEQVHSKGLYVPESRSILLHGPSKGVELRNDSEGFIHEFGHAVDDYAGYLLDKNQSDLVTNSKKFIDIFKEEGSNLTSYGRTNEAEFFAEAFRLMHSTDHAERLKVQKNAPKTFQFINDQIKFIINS
# VHR inh abs – inhibitors of human VHR1 phosphatase (DUSP3). P51452. recombinant VHR phosphatase, pNPP absorbance. inhibition, % at 13.3 µM. 0.52% of 290,000 active; in the data active = inhibition above about 50%; also: some compounds called inactive have numbers as strong as hits
# Target sequence (P51452 whole entry, looked up): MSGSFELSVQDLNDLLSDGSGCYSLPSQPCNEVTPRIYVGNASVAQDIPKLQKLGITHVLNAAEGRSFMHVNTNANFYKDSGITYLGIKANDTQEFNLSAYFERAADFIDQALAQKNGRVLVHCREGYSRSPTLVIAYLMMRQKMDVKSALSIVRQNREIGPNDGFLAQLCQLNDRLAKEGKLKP
# TcdB GH inh – inhibitors of Clostridioides difficile toxin B glycohydrolase | TcdB glycohydrolase enzymatic assay, plate reader | inhibition, % at 9.99 µM | 0.24% of 350,000 active | P18177; in the data active = inhibition above about 10%
# * = called active by the depositor; i = inactive; ? = inconclusive; nt = no result given; & = joins results of further samples. Not all compounds are listed. The share of hits here may be higher or lower than overall.
SMILES	Rv3671c inh	SSB-PriA inh	VHR inh abs	TcdB GH inh	PfHsp40 yeast	Y pestis TopoI	Anthrax LF inh2	MazF activator	Vc quorum ag	SARS 3CLpro inh
CC(OC(=O)c1cc(Br)ccc1O)C(=O)Nc1ccc(S(=O)(=O)N2CCCC2)cc1 (stereo not given)	7	1	nt	1.5	1.3	18	-3	4	i	nt
CC(Oc1ccc(Br)cc1)C(=O)Nc1ccncc1 (stereo not given)	-10	-6	12	-0.2	-1.0	12	-2	6	i	2
CC(C)Oc1ccccc1OCCCOc1cccc2cccnc12	1	6	4	3.0	1.0	9	-4	-6	-0.2	-5
O=C1C2CCCN2C(c2cccc(Cl)c2)N1c1ccccn1 (stereo not given)	2	-14	10	nt	-0.7	-8	2	5	i	4
Clc1cccc(Cl)c1CNCCCSc1ncccn1	2	-12	5	1.4	0.3	10	nt	20	-0.4	8
COCCNC(=O)CCn1nc(-c2ccc(C)cc2)c2ccccc2c1=O	4	-9	24	0.9	-1.7	6	-8	5	-0.9	-1
Cc1ncc([N+](=O)[O-])n1CC(=O)Nc1ccccc1Cl	nt	nt	nt	0.4	nt	3	-3	8	i	nt
O=C(Cc1ccc(Br)cc1)Nc1nc2ccccc2[nH]1	13	0	17	2.1	0.4	0	0	-3	i	-5
O/N=C/c1cc(Br)ccc1OCc1ccccc1F	-10	nt	nt	nt	721*	4	-3	3	i	-5
Cc1[nH]nc2c(=S)[nH]c(=O)[nH]c12	nt	nt	nt	0.8	nt	7	-6	8	i	nt
CCOc1ccccc1C=NNC(=O)CCCCC(=O)NN=Cc1ccccc1OCC	nt	-2	nt	2.9	-0.9	17	-5	-5	i	nt
Cc1ccc(N(CC(=O)N/N=C/c2cc(C)n(-c3ccccc3)c2C)S(C)(=O)=O)c(C)c1	0	nt	18	nt	0.1	18	0	11	i	7
CCSC(=N)N	4	2	nt	0.8	-1.1	2	2	11	-0.6	nt
O=C(NC(=S)NC1CCSC1=O)c1ccc([N+](=O)[O-])cc1 (stereo not given)	-2	9	6	0.9	-1.6	5	2	nt	-0.4	-3
COc1cccc(/C=N/NC(=O)CNC(=O)C2COc3ccccc3O2)c1O (stereo not given)	nt	nt	1	-6.3	-1.1	2	-2	4	2.2	5

# Structural class: the entries above containing bromine
SMILES	Rv3671c inh	SSB-PriA inh	VHR inh abs	TcdB GH inh	PfHsp40 yeast	Y pestis TopoI	Anthrax LF inh2	MazF activator	Vc quorum ag	SARS 3CLpro inh
CC(OC(=O)c1cc(Br)ccc1O)C(=O)Nc1ccc(S(=O)(=O)N2CCCC2)cc1 (stereo not given)	7	1	nt	1.5	1.3	18	-3	4	i	nt
CC(Oc1ccc(Br)cc1)C(=O)Nc1ccncc1 (stereo not given)	-10	-6	12	-0.2	-1.0	12	-2	6	i	2
O=C(Cc1ccc(Br)cc1)Nc1nc2ccccc2[nH]1	13	0	17	2.1	0.4	0	0	-3	i	-5
O/N=C/c1cc(Br)ccc1OCc1ccccc1F	-10	nt	nt	nt	721*	4	-3	3	i	-5

# Remaining list, next part
SMILES	Rv3671c inh	SSB-PriA inh	VHR inh abs	TcdB GH inh	PfHsp40 yeast	Y pestis TopoI	Anthrax LF inh2	MazF activator	Vc quorum ag	SARS 3CLpro inh
N#C/C(=N/Nc1ccc(OC(F)(F)F)cc1)C(N)=S	-4	nt	10	-1.2	21	-7	0	2	-0.3	4
CCN(CCCNC(=O)COc1cc(=O)n(C)c2ccccc12)c1ccccc1	9	18	19	nt	0.2	19	5	-6	nt	-3
COc1ccc(CC(=O)O/N=C(\N)c2ccccn2)cc1	9	i	8	1.1	-2.6	5	8	10	1.1	7
CCN(C(=O)CSc1nnnn1-c1ccccc1)C1CCS(=O)(=O)C1 (stereo not given)	-5	-10	-13	0.9	0.4	0	2	-4	i	2
CCN1CCN(c2ncc(C(=O)Nc3c(F)cc(F)cc3Br)c3ccccc23)CC1	-9	-18	-16	nt	0.9	2	4	7	nt	2
Cc1cccc(Oc2ccc(S(=O)(=O)N3CCCCC3)cc2NC(=O)C2=COCCO2)c1	-21	-2	nt	0.4	-0.6	24	-4	-25	i	nt
COc1cccc(N2CCc3c(C)nc4ccc(Cl)cc4c32)c1	nt	-26	6	3.2	0.0	26	5	21	0.6	0
N/C(=N\OC(=O)CC1CCCCC1)c1cccnc1	-9	nt	6	-0.7	-0.1	2	-4	5	-3.5	4
CC(=O)Nc1cccc(NS(=O)(=O)c2ccccc2[N+](=O)[O-])c1	5	-4	19	0.4	-1.5	-3	-8	6	0.4	-1
C/C(CC(=O)Nc1ccc(F)cc1)=N\NC(=O)Cc1csc(N)n1	-2	nt	25	4.8	1.1	-8	-2	1	-0.4	5
CCOc1ccc(N2CC(C(=O)NCCc3c[nH]c4ccc(C)cc34)CC2=O)cc1 (stereo not given)	-2	-5	8	-0.2	2.0	2	-13	4	i	-4
CCC1CN(C(=O)NCc2ccccc2)c2cc(Cl)ccc2O1 (stereo not given)	nt	2	-16	1.9	5.6	4	11	-13	i	1
CCCn1c(C(O)c2ccc(OC)cc2)nc2ccccc21 (stereo not given)	0	-17	13	nt	-1.1	8	-4	6	3.6	5
COc1ccc(C(=O)NNC(=O)CN2CCC(n3nnc4cc(F)ccc43)CC2)cc1	-8	-6	21	-1.3	-0.3	-5	0	3	i	3
Cc1c(C=O)c(=O)n(-c2ccccc2)n1-c1ccccc1	4	-4	2	nt	-1.0	-7	1	2	-0.4	1

# 5 records picked at random from the list so far:
SMILES	Rv3671c inh	SSB-PriA inh	VHR inh abs	TcdB GH inh	PfHsp40 yeast	Y pestis TopoI	Anthrax LF inh2	MazF activator	Vc quorum ag	SARS 3CLpro inh
Cc1c(C=O)c(=O)n(-c2ccccc2)n1-c1ccccc1	4	-4	2	nt	-1.0	-7	1	2	-0.4	1
N/C(=N\OC(=O)CC1CCCCC1)c1cccnc1	-9	nt	6	-0.7	-0.1	2	-4	5	-3.5	4
CCCn1c(C(O)c2ccc(OC)cc2)nc2ccccc21 (stereo not given)	0	-17	13	nt	-1.1	8	-4	6	3.6	5
CCC1CN(C(=O)NCc2ccccc2)c2cc(Cl)ccc2O1 (stereo not given)	nt	2	-16	1.9	5.6	4	11	-13	i	1
CCOc1ccc(N2CC(C(=O)NCCc3c[nH]c4ccc(C)cc34)CC2=O)cc1 (stereo not given)	-2	-5	8	-0.2	2.0	2	-13	4	i	-4

# Additional records
SMILES	Rv3671c inh	SSB-PriA inh	VHR inh abs	TcdB GH inh	PfHsp40 yeast	Y pestis TopoI	Anthrax LF inh2	MazF activator	Vc quorum ag	SARS 3CLpro inh
CCOC(=O)c1ccccc1OCc1cc(/C=N/n2cnnc2)ccc1OC	-2	nt	10	nt	-0.3	42	-8	3	-0.3	6
Cc1ccc(NC2OC(CO)C(O)C2O)cc1[N+](=O)[O-] (stereo not given)	-8	6	-2	nt	-0.9	1	0	2	-0.5	-7
Cc1ccc(S(=O)(=O)N2CCC(=O)c3ccccc32)cc1	nt	24	nt	4.3	nt	14	2	5	i	nt
CCC1CCCCN1C(=O)CN1C(=O)c2ccccc2S1(=O)=O (stereo not given)	4	-5	nt	0.8	0.7	-3	nt	-4	i	nt
NCCCn1c(C(=O)c2cc(Cl)c(N)c(Cl)c2)c2ccc(C(F)(F)F)cc2[n+]1[O-]	3	12	nt	1.7	-0.5	-23	12	24	i	nt
COc1ccc(S(=O)(=O)c2c(N)n(Cc3ccco3)c3nc4ccccc4nc23)cc1	-16	-4	14	nt	1.7	-2	-5	-61	-1.2	2
O=C(Nc1cccc(F)c1)c1cc(S(=O)(=O)N2CCOCC2)cs1	-6	-21	6	1.0	-1.1	4	-10	1	-0.6	3
O=C(NCc1ccccn1)Nc1ccccc1	-8	-7	17	nt	-0.2	-1	1	4	-1.3	0
O=C(Cn1ccnc1[N+](=O)[O-])N(CCO)CCO	nt	nt	nt	-3.9	nt	-8	-2	10	i	nt
COc1cccc(Oc2c(C)oc3c(CN4CCOCC4)c(O)ccc3c2=O)c1	nt	-2	nt	-0.8	0.3	3	-1	-4	0.1	nt
CN(Cc1ccccc1)c1nc(N)c([N+](=O)[O-])c(Nc2cccc(F)c2)n1	-17	14	3	nt	0.1	-14	-2	-7	-0.3	-3
Cc1sc2nc(CN(Cc3ccccc3)C(=O)NC3CCCCC3)[nH]c(=O)c2c1C	-15	-2	nt	nt	3.2	15	5	-9	-1.4	4
Cc1cccc(NC(=O)COC(=O)CNC(=O)C2CCCCC2)c1	1	-12	-27	nt	-0.6	-1	-4	10	i	0
O=S(=O)(c1cccc(Br)c1)N1CCN(C(=S)NCC2CCCO2)CC1 (stereo not given)	6	-15	nt	0.3	nt	-1	?	8	i	nt
Cc1cc(OCCN2CCOCC2)ccc1C(C)C	1	13	nt	2.4	-0.2	-9	-3	20	-0.9	-4

SMILES	Rv3671c inh	SSB-PriA inh	VHR inh abs	TcdB GH inh	PfHsp40 yeast	Y pestis TopoI	Anthrax LF inh2	MazF activator	Vc quorum ag	SARS 3CLpro inh
CCOC(=O)/C(=C\c1ccccc1)NC(=O)c1ccccc1	7	-4	0	1.3	-0.3	26	-13	2	i	10
COc1ccc(OC)c(NC(=O)CSc2nnc(CCCO)n2-c2ccccc2)c1	-9	-4	-10	nt	-0.5	12	-1	8	i	-9
O=[N+]([O-])c1ccc(Nc2nccc(Cl)n2)cc1	-10	-11	nt	0.9	nt	-5	-9	6	0.5	nt
Nn1cnc2c([nH]c3ccccc32)c1=O	0	-15	23	-0.9	0.1	3	0	4	-0.5	5
CCOc1ccc(OC(=O)NC(c2ccccc2)C(Cl)(Cl)Cl)cc1 (stereo not given)	-1	-18	15	nt	0.8	2	3	0	i	-3
CCOc1ccc(C2C(C(=O)c3ccc(C)o3)=C(O)C(=O)N2c2nc(C)c(C(=O)OC)s2)cc1 (stereo not given)	-14	-8	7	-0.1	0.0	34	3	5	1.1	12*
CCCN1C(=S)SC(C)(C)C1/[N+]([O-])=C/c1cccnc1 (stereo not given)	-2	-10	4	nt	0.4	-1	-5	-7	i	0
CCN(CC)C(=O)c1ccc(NC(=O)c2ccc(-n3cncn3)c([N+](=O)[O-])c2)cc1	-12	-6	nt	1.4	0.8	-2	-5	6	i	nt
CCn1c(CNC(=O)c2ccco2)nnc1SCC(=O)Nc1cc(C)c(C)cc1Br	4	-7	-4	nt	0.8	-1	1	3	-0.1	-3
Cc1ccc(CN2CCCC(CO)(Cc3ccccc3C)C2)s1 (stereo not given)	0	-5	18	0.9	-0.6	-5	-1	-7	4.5	3
C=C(C)c1cccc(C(C)(C)NC(=O)N2CCN(C(=O)OCC)CC2)c1	nt	nt	nt	1.0	nt	-5	4	-4	i	nt
CN(CC(=O)Nc1cccc(F)c1)C(=O)c1cc(=O)[nH]c2ccccc12	0	-5	nt	1.1	-1.5	2	-4	8	-0.6	nt
C[C@H](CO)N1C[C@H](C)[C@@H](CN(C)S(=O)(=O)c2ccc(C#N)cc2)OCc2cnnn2CCCC1=O	nt	nt	nt	-0.1&-0.2	nt	-3	-1	2	-0.4	nt
CCn1c(CN2CCN(c3ccc(OC)cc3)CC2)nc2cc(S(=O)(=O)N(C)C)ccc21	4	23	33	0.5	-2.1	39	-4	-4	i	5
COc1ccccc1CNC(=O)C1CCN(S(=O)(=O)c2c(C)noc2C)CC1	11	2	-5	nt	1.1	0	-4	-6	i	1

SMILES	Rv3671c inh	SSB-PriA inh	VHR inh abs	TcdB GH inh	PfHsp40 yeast	Y pestis TopoI	Anthrax LF inh2	MazF activator	Vc quorum ag	SARS 3CLpro inh
NS(=O)(=O)c1ccc(NC(=O)CSc2nnc(-c3ccc(O)cc3)o2)cc1	1	-13	31	0.3	0.2	-6	-1	-1	-0.5	2
N#Cc1ccc(CN(Nc2ccccc2)c2ccccc2)cc1	nt	nt	nt	-6.6	nt	-1	-9	-2	i	nt
COc1cc(C2CC(C(F)(F)F)n3ncc(C(=O)O)c3N2)cc(OC)c1OC (stereo not given)	-3	-2	-20	nt	0.7	-3	-1	1	-0.7	-2
CCCc1cc(CN2CCOCC2)c(O)c(CN2CCOCC2)c1O	nt	-4	nt	-1.6	-0.4	23	0	-17	i	nt
O=C(Nc1cccc2cccnc12)c1ccc(Cl)cc1	nt	-12	13	-3.9	1.9	12	-13	9	i	-2
